Source: PubChem
Pf apPOL block = Pf-apPOL DNA polymerase inhibition; 210,000 compounds, 0.25% hits; Recombinant Pf-apPOL, molecular beacon fluorescence, 1.5 h; inhibition, % at 10 µM; in the data active = inhibition above about 50%
Numbers without * were called inactive; & = joins results of further samples.

SMILES	Pf apPOL block
CC[C@@H]1C(=O)OC[C@@H]1Cc1cncn1C	-7&2

Only part of the results is shown. The share of hits here may be higher or lower than overall.
